SRC3 TRFRET art: TR-FRET detection interference compounds, artefact control for PPARgamma SRC-3 recruitment agonists, biochemical, TR-FRET ratio. hit rate 0.39% among 99,000. AID 1048, 2008. TR-FRET artefact counter-screen, PPARgamma/SRC-3 format; stronger effect = higher value. TR-FRET ratio at 8 µM; in the data active = TR-FRET ratio above about 2000; note: inactives centre near 1600
SRC1 TRFRET art: TR-FRET detection interference compounds, primary screen, artefact control for PPARgamma SRC-1 recruitment agonists, biochemical, TR-FRET emission ratio; TR-FRET detection artefact counter-screen; stronger effect = higher value; TR-FRET ratio at 8 µM; hit rate 0.34% among 99,000; in the data active = TR-FRET ratio above about 2300; note: inactives centre near 1800
Numbers without * were called inactive.

canonical_smiles	SRC3 TRFRET art	SRC1 TRFRET art
COc1ccc(-c2nn(CC(=O)NCCc3ccccc3)c(=S)n2C)cc1	1412	2025
COC(=O)c1sc(N)c(C(=O)OC)c1COC(=O)CNS(=O)(=O)c1cccc(C#N)c1	1591	1718
COC(=O)c1ccc(NC(=S)NC2CC2)cc1	1325	1745
O=[N+]([O-])c1ccc(C(O)C23CN4CN(CN(C4)C2)C3)cc1 (stereo not drawn)	1570	1940
COCCNC(=O)C(c1ccco1)N(Cc1ccc(OC)cc1)C(=O)Cn1nnc2ccccc21 (stereo not drawn)	1563	1756
Cc1cc(N(CCO)CCO)ccc1C(c1ccc(N(CCO)CCO)cc1C)c1ccccc1Cl	1667	1887
Cc1ccc(NC(=O)CN2C(=O)N/C(=C/c3cc(C)n(-c4cccc(C(=O)O)c4)c3C)C2=O)cc1	1433	1830
Cc1ccc(C2C(C#N)=C(N)N(c3cccnc3)C3=C2C(=O)CCC3)c(C)c1 (stereo not drawn)	1456	1823
CC(C)(C)c1ccc(C(=O)NCCn2c(N)c(C#N)c3nc4ccccc4nc32)cc1	1647	1888
O=C(COc1ccccc1)NC(=S)Nc1ccc2c(c1)Cc1ccccc1-2	1694	1864
Cc1ccc(NC(=O)C2C(=O)N(C)c3ccccc32)cc1 (stereo not drawn)	1554	1659
Cc1c(Cl)cccc1NC(=S)NCC1COc2ccccc2O1 (stereo not drawn)	1487	1747
O=Cc1c(N2CCN(c3ccccc3)CC2)nc2ccccn2c1=O	1645	2039
Cn1c(NC2CCCCC2)c(N=O)c(=O)n(C)c1=O	1454	1775
Cc1cc(Cl)ccc1OCC(=O)N1CCCN(C(=O)COc2ccc(Cl)cc2C)CC1	1380	1710
COCc1cc(C)nc(OCC(=O)N/N=C/c2ccccc2O)c1C#N	1578	1643
Cc1ccccc1CSCC(=O)N1CCN(c2ccccc2)CC1	1534	1581
Cc1ccccc1Nc1nc(N)nc(CSc2nnnn2C)n1	1488	1989
COC(=O)c1ccccc1NC(=S)N1CCN(C2CCCCC2)CC1	1544	1670
COc1cc(/C=N/Nc2nc(Nc3ccccc3)nc(-n3nc(C)cc3C)n2)cc(OC)c1OC	1404	1870

Two entries from above, field by field.
COC(=O)c1ccc(NC(=S)NC2CC2)cc1
  SRC3 TRFRET art = 1325 | SRC1 TRFRET art = 1745
O=[N+]([O-])c1ccc(C(O)C23CN4CN(CN(C4)C2)C3)cc1 (stereo not drawn)
  SRC3 TRFRET art = 1570 | SRC1 TRFRET art = 1940

Going on with the list.
canonical_smiles	SRC3 TRFRET art	SRC1 TRFRET art
COc1ccc(C2Nc3ccccc3C(=O)N2Cc2ccco2)cc1CN1C(=O)c2ccccc2C1=O (stereo not drawn)	1543	1885
CCc1ccc2oc(C(=O)Nc3ccc(S(N)(=O)=O)cc3)c(C)c2c1	1772	2324*
COc1cccc(N2CCN(S(=O)(=O)c3cccc4cccnc34)CC2)c1	1387	1732
Cc1cc(C)n(C(=O)CCCn2nc(C)c([N+](=O)[O-])c2C)n1	1291	1834
Cc1cc(Cl)ccc1OCC(O)CN1C(C)CCCC1C (stereo not drawn)	1630	1954
Cn1c(SCc2nc3ccccc3[nH]2)nnc1-c1cnccn1	1644	1740
O=[N+]([O-])c1ccc(OCCN2CCCCCC2)cc1	1554	1738
Cc1cccc(-n2cc3c(=O)n(C)c(=O)n(C)c3c2)c1	1783	1923
Cc1ccc(-c2cc(C(F)F)n3ncc(C(=O)N4CCc5ccccc5C4)c3n2)cc1	1774	1895
CC(=O)NC(=S)NNC(=O)C(c1ccccc1)c1ccccc1	1523	1732
CC(=O)NC1C(Oc2cccc(C)c2)OC2COC(c3ccco3)OC2C1O (stereo not drawn)	1541	1663
COc1ccc(-c2cc3c(nn2)-c2ccccc2C3=O)cc1	1399	1786
O=c1cnnc(Nc2ccccc2)[nH]1	1432	1892
Cc1ccc(S(=O)(=O)N2CC=C(c3c(C)n(C)c4ccccc34)CC2)cc1	1744	1720
Nc1ncnc(Nc2cc(Cl)cc(Cl)c2)c1[N+](=O)[O-]	1545	1870
C/C(=N\NC(=O)c1ccc(N/N=C(\C)c2ccncc2)cc1)c1ccncc1	1568	1970
CCN(CC)CCCNC(=O)CNC(=S)N(CCCN1CCOCC1)Cc1cccs1	1602	1651
CC(=O)N(C1CC(C)C(C#N)(C#N)C1(C#N)C#N)N(C)C (stereo not drawn)	1484	1825
CCN1CC(CN(C)Cc2nc(-c3ccc(C(F)(F)F)cc3)no2)CC1=O (stereo not drawn)	1543	1716
COc1ccc(NS(=O)(=O)c2cccc(C(=O)N/N=C/c3cccs3)c2)cc1	1613	1934

2 of these compounds in a different format:
Order of results – SRC3 TRFRET art | SRC1 TRFRET art
> Cn1c(SCc2nc3ccccc3[nH]2)nnc1-c1cnccn1
→ 1644 | 1740
> O=[N+]([O-])c1ccc(OCCN2CCCCCC2)cc1
→ 1554 | 1738

Following part
canonical_smiles	SRC3 TRFRET art	SRC1 TRFRET art
O=C(Nc1cccc(S(=O)(=O)N2CCOCC2)c1)c1c2c(nc3ccccc13)CCC2	1681	1853
CCOC(=O)C1=C(C)N(CC)C(=S)NC1c1ccc(Cl)cc1 (stereo not drawn)	1630	1949
CCCC[n+]1c(-c2ccc(Cl)cc2Cl)csc1Nc1ccccc1	1552	1923
Cc1cc(C)c2cc(CN(Cc3ccco3)C(=S)NCC3CCCO3)c(=O)[nH]c2c1 (stereo not drawn)	1466	1752
O=C(CSCc1ccc([N+](=O)[O-])cc1)NC1CCCCCC1	1774	1729
COc1ccccc1Nc1nc(-c2c(C)[nH]c3ccccc23)cs1	1749	1880
CCOC(=O)N1CCN(C(=O)CN(c2cccc(C)c2)S(=O)(=O)c2ccc(C)cc2)CC1	1474	1822
O=C(/C=C/c1cccs1)c1cc(Cl)ccc1O	1635	1793
CC1CCN(c2c(NCC3CCC(C(=O)Nc4ccccn4)CC3)c(=O)c2=O)CC1 (stereo not drawn)	1455	1669
Nc1nnc(CCCCCCCCCCc2nnc(N)s2)s1	1443	1716
CCOCCOC(=O)c1ccc(-n2cnc(C)n2)nc1	1265	1429
CCc1ccc(NC(=O)COc2ccc(F)cc2C(=O)c2cnn(-c3ccccc3)c2)cc1	1668	1938
Cc1cc(C)nc(SCc2cn3cc(Cl)ccc3n2)n1	1677	1709
NC(=S)N/N=C\c1ccccc1OCc1ccccc1	1452	1596
CC1OC(OCC2OC(Oc3c(-c4ccc(O)cc4)oc4cc(O)cc(O)c4c3=O)C(O)C(O)C2O)C(O)C(O)C1O (stereo not drawn)	1695	1703
COc1ccc2nc(SCC(=O)Nc3nccs3)[nH]c2c1	1593	1829
CCOC(=O)c1c[nH]n(-c2ccc(C)cc2)c1=O	1466	1934
Cc1ccc(CNC(=O)Cn2c(=O)c3sccc3n(Cc3cccc([N+](=O)[O-])c3)c2=O)cc1	1527	1939
O=C(CSc1nnc(Cn2c(=O)sc3ccccc32)n1-c1ccccc1)NCc1ccco1	1640	2040
CC(=O)n1cc(/C=N/NC(N)=S)c2ccccc21	1582	1804

canonical_smiles	SRC3 TRFRET art	SRC1 TRFRET art
COc1ccc(-n2c(Cc3cccn3C)nnc2SCC(=O)Nc2cc(Cl)ccc2OC)cc1	1614	1759
COc1ccc2[nH]c(C(O)(Cc3cccnc3)Cc3cccnc3)cc2c1	1416	1738
O=C(COC(=O)c1cc(=O)[nH]c2ccccc12)Nc1nc(-c2cccc(Br)c2)cs1	1543	1317
O=C(CN1C(=O)C2C3CCC(C3)C2C1=O)N1CCN(Cc2ccccc2)CC1 (stereo not drawn)	1635	1843
CN(C)c1cccc(C(=O)OCC(=O)Nc2ccccc2-c2ccccc2)c1	1618	1817
O=[N+]([O-])c1ccc(C(=S)N2CCN(c3ccc(F)cc3)CC2)cc1	1536	1696
N/C(COc1ncn(-c2ccccc2)n1)=N\S(=O)(=O)c1ccc(Cl)cc1Cl	1716	1475
Cc1occc1-c1nnc(SCC(=O)N2CCCCC2)o1	1493	1742
O=C(C1=C[C@@H](C2CCCCC2)C[C@@H](OCCCCO)O1)N1CCOCC1	1363	1677
CCOC(=O)c1[nH]c2c(c1C)C(=O)CC(c1ccco1)C2 (stereo not drawn)	1552	1712
O=C(CN1CCN(c2ccc(O)cc2)CC1)Nc1cc(S(=O)(=O)N2CCCCC2)ccc1Cl	1444	1493
CCOc1ccccc1NC(=O)CNS(=O)(=O)c1ccc2nc(C)sc2c1	1589	1828
O=C(Nc1ccc2c(c1)OCO2)c1sc2cc(Cl)ccc2c1Cl	1833	1777
NS(=O)(=O)c1ccc(NC(=O)COc2ncnc3c2cnn3-c2ccccc2)cc1	1667	1749
Cc1ccccc1Nc1c(-c2cccnc2)nc2ccc(Br)cn12	1388	1664
CCOc1ccc(C(=O)Nc2cccc(NC(=O)c3cccs3)c2)cc1[N+](=O)[O-]	1568	1710
COc1ccc(C(=O)NC(=S)NCc2cccnc2)cc1[N+](=O)[O-]	1612	1897
CCCc1c(C(=O)OCC)sc(N)c1C#N	1551	1750
Cc1ccc(NC(=O)CCNS(=O)(=O)c2cccc3nonc23)cc1	1734	2033
CCC(C)(C(=O)NC1CCCC1)N(Cc1cccs1)C(=O)c1ccccn1 (stereo not drawn)	1711	1909

canonical_smiles	SRC3 TRFRET art	SRC1 TRFRET art
COc1cccc(C(=O)N(c2ccc(C)cc2)C2C=CS(=O)(=O)C2)c1 (stereo not drawn)	1529	1934
CCOc1ccc(N2CC(O)=C(c3nc4ccccc4c(=O)[nH]3)C2=N)cc1	1575	1556
CSc1ccc(/C=N/N2CCN(c3ccccc3)CC2)cc1	1582	1984
CC(C)c1ccc(NC(=O)N2CCCC2C(=O)Nc2ccc(-n3cnnn3)cc2)cc1 (stereo not drawn)	1346	1433
COc1cc(/C=C/C(=O)OCC(=O)Nc2ccccc2Cl)cc(OC)c1OC	1628	1711
CN(C[C@H](Cc1ccccc1)N(C[C@H](c1ccccc1)N(CCc1ccccc1)N=O)N=O)N=O	1518	1743
O=C1c2ccccc2C(O)N1Cc1cccs1 (stereo not drawn)	1672	1908
CC(=O)Nc1cc(C)nn1-c1nc(C)cc(C)n1	1349	1640
Cc1ccc2cc(/C=N/Nc3nc4ccccc4[nH]3)c(Cl)nc2c1	1487	1410
Cc1cc(-c2csc3nc[nH]c(=S)c23)cc(C)c1C	1515	1855
Cc1[nH]nc2c1C(c1ccc(-c3ccc(Cl)cc3)o1)C(C#N)=C(N)O2 (stereo not drawn)	1758	1928
Cc1cccc(Cn2ccc(N)n2)c1	1657	2123
N#Cc1c(-c2ccccc2F)cc(-c2cccnc2)nc1N	1567	1728
COc1ccc(C(CC(=O)N2CCCCC2)NC(=O)C(F)(F)F)cc1 (stereo not drawn)	1445	1677
COc1ccc(N(C(=O)c2cccc([N+](=O)[O-])c2)S(=O)(=O)c2cccs2)cc1	1702	1867
CCCCCn1c(CN2CCCCC2CC)nc2c1c(=O)n(C)c(=O)n2C (stereo not drawn)	1761	1996
CCOCCCNC(=O)CNC(=S)N(Cc1ccc(C)cc1)Cc1ccco1	1508	1814
CCS(=O)(=O)N1CCN(c2ccc(S(=O)(=O)N3CCOCC3)cc2)CC1	1488	1503
CC(=O)NNc1cc(N2CCOCC2)nc(N2CCOCC2)n1	1527	1846
Cc1c(Cl)c([N+](=O)[O-])nn1CC(=O)N1CCN(Cc2ccccc2)CC1	1588	1810

canonical_smiles	SRC3 TRFRET art	SRC1 TRFRET art
Oc1ccccc1/C=C/c1noc(-c2ccccc2O)n1	1442	1761
COc1ccc2c(c1OC)C(=O)N(c1ccccc1)C2=O	1448	1663
CCc1ccccc1NC(=S)N(CCN1CCCCCC1)Cc1ccco1	1666	2108
CCOC(=O)CC(NC(=O)CCc1c(C)nc2ncnn2c1C)c1ccc(C)cc1 (stereo not drawn)	1575	1707
O=C(CN1CCCC1)NC12CC3CC(CC(C3)C1)C2	1471	1665
CN(C)S(=O)(=O)c1cccc(NC(=S)NN=C(Cc2ccccc2)Cc2ccccc2)c1	1529	1888
CC(=O)/C(=N\Nc1ccccc1)Sc1cccc2cccnc12	1640	1783
Cc1nc(SCCOc2ccccc2)[nH]c(=O)c1Cc1ccccc1	1426	1658
OC1(c2ccc(OC(F)F)cc2)CSC(=Nc2cccnc2)N1Cc1ccco1 (stereo not drawn)	1586	1773
Nc1nc(Cl)cc(NCCc2ccccc2)n1	1499	1748
Cc1noc(NC(=O)c2cccc(C(F)(F)F)c2)c1Cl	1669	1804
Cc1ccccc1C(=O)OC(C)CN1CCOCC1 (stereo not drawn)	1447	1575
CCOc1ccccc1C(=O)Nc1cnn(Cc2ccc(F)cc2)c1	1777	1675
CCOCCCNCC(O)c1ccccc1 (stereo not drawn)	1600	1679
Cc1ccc(S(=O)(=O)Nc2ccccc2/C=N/c2nc3ccccc3n2C)cc1	1622	1909
CCOc1cc(C(=O)OCC(=O)Nc2ccc(SC(F)F)cc2)cc(OCC)c1OCC	1396	1827
CCCCn1c(O)c(N=NC(=O)Cn2c(C(F)(F)F)nc3ccccc32)c2ccccc21	1522	1779
COc1cc2c3c(c1OC)C1(C=CC(=O)C=C1)CC3N(C(C)=O)CC2 (stereo not drawn)	1596	1762

Four entries drawn at random from the list so far, as already listed:
canonical_smiles	SRC3 TRFRET art	SRC1 TRFRET art
COc1ccc(N(C(=O)c2cccc([N+](=O)[O-])c2)S(=O)(=O)c2cccs2)cc1	1702	1867
Cc1ccc(NC(=O)CN2C(=O)N/C(=C/c3cc(C)n(-c4cccc(C(=O)O)c4)c3C)C2=O)cc1	1433	1830
Cc1ccc(-c2cc(C(F)F)n3ncc(C(=O)N4CCc5ccccc5C4)c3n2)cc1	1774	1895
COc1ccc(C(CC(=O)N2CCCCC2)NC(=O)C(F)(F)F)cc1 (stereo not drawn)	1445	1677

Screens from PubChem BioAssay.

Only part of the results is shown (hit frequency here may not be typical).
